# PriA SSB inh = K. pneumoniae PriA-SSBct interaction inhibition. AlphaScreen SSBct-PriA binding, biotinylated peptide. inhibition, % at 33 µM. hit rate 0.6% among 430,000. AID 1272365; in the data active means inhibition mostly above about 37%, no sharp cut-off; inactive means mostly below about 20%;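 further: plate controls were negative control peptide for no effect and reference peptide for full effect; strong numbers were not always called active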
# Mtb FBA inh = Mtb fructose-bisphosphate aldolase inhibition; inhibition, % at 1 µM; hit rate 2.3% among 360,000; purified M. tuberculosis FBA, fluorescence read-out; in the data active means inhibition above about 27%;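 further: 0% = vehicle and 100% = reference inhibitor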
# Target sequence (P9WQA3 whole entry, looked up): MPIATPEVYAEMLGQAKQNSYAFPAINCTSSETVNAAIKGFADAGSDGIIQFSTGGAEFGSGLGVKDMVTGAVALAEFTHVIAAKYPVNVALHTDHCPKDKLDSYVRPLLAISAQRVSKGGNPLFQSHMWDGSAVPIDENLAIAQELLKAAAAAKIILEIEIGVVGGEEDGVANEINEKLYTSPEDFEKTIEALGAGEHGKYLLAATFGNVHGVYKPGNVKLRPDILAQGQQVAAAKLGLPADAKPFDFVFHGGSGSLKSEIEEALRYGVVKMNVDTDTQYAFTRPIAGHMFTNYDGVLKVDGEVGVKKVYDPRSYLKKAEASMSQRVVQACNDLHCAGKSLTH
# VHR inh abs = inhibitors of human VHR1 phosphatase (DUSP3) | recombinant VHR phosphatase, pNPP absorbance | hit rate 0.52% among 290,000 | P51452 | inhibition, % at 13.3 µM; in the data active means inhibition above about 50%; further: some compounds called inactive have numbers as strong as hits
# Target sequence (P51452 whole entry, looked up): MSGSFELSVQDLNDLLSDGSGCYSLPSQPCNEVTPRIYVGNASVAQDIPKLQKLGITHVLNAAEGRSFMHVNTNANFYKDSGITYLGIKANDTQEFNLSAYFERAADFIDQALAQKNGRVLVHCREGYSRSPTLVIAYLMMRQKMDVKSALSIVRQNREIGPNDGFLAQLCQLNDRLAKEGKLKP
# Vc quorum ag = inducers of Vibrio cholerae quorum light production without autoinducers; hit rate 0.16% among 350,000; activation, % at 18.7 µM; V. cholerae BH1578 lux reporter, luminescence, 6 h; in the data active means activation mostly above about 9.7%, no sharp cut-off; further: not every result past the cut was called active; inactives centre near 0; reference of the scale not given here
# GDH-TPI inh = counter-screen for M. tuberculosis FBA inhibitors: GDH-TPI coupled enzymes | GDH-TPI coupled enzyme counterscreen, NADH absorbance | inhibition, % at 4.8 µM | hit rate 1.2% among 360,000 | AID 588335; in the data active means inhibition above about 30%;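 further: 0% = DMSO wells and 100% = wells lacking the enzyme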
# 3CLpro inhibitor = SARS-CoV 3CLpro protease inhibition; hit rate 0.14% among 290,000; P0C6X7; recombinant SARS-CoV 3CLpro, quenched FRET peptide cleavage; inhibition, % at 6 µM; in the data active means inhibition above about 12%
# MazEF act = increases E. coli MazEF RNase cleavage of RNA | FAM/BHQ RNA-DNA oligo cleavage fluorescence, 5 h | activation, % at 20 µM | P0AE70 | hit rate 0.32% among 350,000; in the data active means activation above about 50%
# Target sequence (P0AE70 whole entry, looked up): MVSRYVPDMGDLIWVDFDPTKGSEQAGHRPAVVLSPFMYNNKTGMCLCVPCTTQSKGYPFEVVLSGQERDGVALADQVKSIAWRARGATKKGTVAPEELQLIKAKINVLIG
# Rv3671c protease = Rv3671c (M. tuberculosis) protease inhibition; P9WHR9; inhibition, % at 5.96 µM; hit rate 0.048% among 320,000; AID 2606; in the data active means inhibition above about 38%;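 further: extracellular domain of Rv3671c used as enzyme; 0% = enzyme with DMSO and 100% = no enzyme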
# Target sequence (P9WHR9 whole entry, looked up, the tested form may be a part): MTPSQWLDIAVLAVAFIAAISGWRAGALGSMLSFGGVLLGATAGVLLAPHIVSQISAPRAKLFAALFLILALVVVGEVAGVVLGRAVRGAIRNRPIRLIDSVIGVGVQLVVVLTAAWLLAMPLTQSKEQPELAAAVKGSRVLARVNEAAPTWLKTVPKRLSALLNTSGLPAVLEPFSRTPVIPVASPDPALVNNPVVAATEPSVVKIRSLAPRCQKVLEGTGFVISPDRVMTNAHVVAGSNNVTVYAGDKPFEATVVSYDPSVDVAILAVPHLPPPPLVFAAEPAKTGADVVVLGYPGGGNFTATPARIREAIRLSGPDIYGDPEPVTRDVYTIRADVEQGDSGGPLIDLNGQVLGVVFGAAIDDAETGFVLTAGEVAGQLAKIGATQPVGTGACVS
# UGM FP inh = inhibitors of M. tuberculosis UDP-galactopyranose mutase. P9WIQ1. purified UGM, fluorescence polarization probe displacement. inhibition, % at 10 µM. hit rate 0.06% among 320,000. AID 504406; in the data active means inhibition above about 10%, passing the limit was not always enough
# BioA inh = inhibitors of Mycobacterium tuberculosis BioA enzyme; purified M. tuberculosis BioA enzyme, plate reader; inhibition, % at 9.99 µM; hit rate 0.096% among 360,000; in the data active means inhibition above about 40%
# * = called active by the depositor; i = inactive; . = no result given; & = joins results of further samples. These rows are one share of the data. The share of hits here may be higher or lower than overall.
item	molecule	GDH-TPI inh	PriA SSB inh	VHR inh abs	BioA inh	Vc quorum ag	3CLpro inhibitor	UGM FP inh	MazEF act	Rv3671c protease	Mtb FBA inh
1	O=C(Cc1coc2cc(O)ccc12)NNC(=O)c1cccs1	4	7	.	-1.9	0.9	.	0.5	6	1	2
2	Cn1c(O)c(C=Nc2cccc(C(F)(F)F)c2)c(=O)n(C)c1=O	21	-4	-14	-1.8	-0.5	0	2.6	-9	-29	-2
3	Cc1ccc(NC(=S)N/N=C2/CCCc3c(C)cc(C)cc32)cc1	-7	.	35	-2.1	-5.6	-6	-3.2	19	4	0
4	COc1ccc(-c2nc(NC(=O)c3nc4nccc(C)n4n3)sc2C)cc1	5	-6	14	0.1	-0.3	1	6.1	3	-4	-2
5	COc1cccc(NC(=O)CN2C(=O)C(=O)N(C3CCCC3)C2=O)c1	5	-11	.	-0.6	i	.	3.2	4	-5	-1
6	COc1cccc(CNc2ccc(F)c(Cl)c2)c1O	-4	4	.	0.5	-1.0	-2	-4.6	1	-3	2
7	CCOC(=O)Cn1cc(/C=C/[N+](=O)[O-])c2ccccc21	16	-1	7	0.8	-0.3	1	0.0	-3	5	-2
8	CCOC(=O)N[C@H](Cc1c[nH]c2ccccc12)C(=O)NC1CC1	7	-2	21	-2.0	i	-1	-3.9	7	7	3
9	COc1ccccc1C(=O)NCCC(=O)NC1CCCCC1C (centres undefined)	5	-10	.	-0.4	i	.	0.5	0	-2	2
10	C[C@H]1CN([C@@H](C)CO)C(=O)CCCn2nncc2CO[C@@H]1CN(C)C(=O)Cc1ccccc1	6	.	.	-0.6&-0.6	-0.2	.	.	-13	.	-3
11	COc1ccccc1N1CCN(Cc2ccccc2Cl)CC1	-5	-12	8	1.1	-1.7	-8	-2.0	-1	1	3
12	Cc1c(C)c2ccc(OC(C)C(=O)NCc3ccccn3)cc2oc1=O (centres undefined)	12	-7	10	2.4	-0.7	1	-1.6	10	-2	87*
13	O=C(CCC(=O)OCC(=O)c1ccc(Cl)cc1Cl)Nc1cccc2cccnc12	0	-20	4	-0.1	-0.4	-6	-0.7	7	-4	1
14	COC(=O)c1c(NC(=O)CC2Nc3ccccc3NC2=O)sc(C)c1C (centres undefined)	-2	1	10	-4.2	i	3	2.2	-121	-5	-1
15	CC(Sc1nnc2n1CCCCC2)C(=O)Nc1ccc(S(N)(=O)=O)cc1 (centres undefined)	-2	-4	.	-1.1	-1.5	.	.	3	.	0
16	CCCC(=O)C1=C(O)C(C(=O)OC)C(C)(C)CC1=Nc1ccc(Br)cc1 (centres undefined)	12	-15	-7	.	-0.3	-1	1.3	5	3	1
17	COc1ccc2nc3c(cc2c1)c(NC(=O)C1CCCO1)nn3CC(C)C (centres undefined)	12	-22	28	-1.2	3.6	-2	-0.2	2	0	39*
18	Cc1ccc(OCCn2c(SCCO)nc3c(N)ncnc32)cc1	-2	-13	2	.	-0.8	2	0.0	-7	-5	-1
19	CCOC(=O)c1c(NC(=O)CSc2nnc(-c3ccccc3)o2)sc(C(C)=O)c1C	22	-1	-23	0.5	i	-3	3.4	-23	-5	0
20	CCc1cccc(C)c1NS(=O)(=O)c1cccs1	14	-16	25	0.1	0.1	-2	-0.4	2	-6	-1
21	COc1ccc(C(=S)N2CCOCC2)cc1OC(=O)c1cc(OC)c(OC)c(OC)c1	4	-10	-3	0.3	0.0	6	0.6	1	-3	2
22	CCOc1cc(CNc2ccccc2)cc(Br)c1OCC(=O)NC(C)(C)C	9	-3	20	-0.4	-0.3	3	0.4	-4	3	0
23	CCOC(=O)/C(C(=Nc1ccccc1)Nc1ccccc1)=C(\C)O	-5	.	-3	5.9	2.4	0	-3.0	6	0	1
24	O=C1NCCN/C1=C\C(=O)c1ccccc1	14	.	-8	-1.3	i	-4	2.6	-3	9	-2

# Of the compounds above, these have four or more nitrogen atoms:
item	molecule	GDH-TPI inh	PriA SSB inh	VHR inh abs	BioA inh	Vc quorum ag	3CLpro inhibitor	UGM FP inh	MazEF act	Rv3671c protease	Mtb FBA inh
4	COc1ccc(-c2nc(NC(=O)c3nc4nccc(C)n4n3)sc2C)cc1	5	-6	14	0.1	-0.3	1	6.1	3	-4	-2
10	C[C@H]1CN([C@@H](C)CO)C(=O)CCCn2nncc2CO[C@@H]1CN(C)C(=O)Cc1ccccc1	6	.	.	-0.6&-0.6	-0.2	.	.	-13	.	-3
15	CC(Sc1nnc2n1CCCCC2)C(=O)Nc1ccc(S(N)(=O)=O)cc1 (centres undefined)	-2	-4	.	-1.1	-1.5	.	.	3	.	0
17	COc1ccc2nc3c(cc2c1)c(NC(=O)C1CCCO1)nn3CC(C)C (centres undefined)	12	-22	28	-1.2	3.6	-2	-0.2	2	0	39*
18	Cc1ccc(OCCn2c(SCCO)nc3c(N)ncnc32)cc1	-2	-13	2	.	-0.8	2	0.0	-7	-5	-1

# The list continues.
item	molecule	GDH-TPI inh	PriA SSB inh	VHR inh abs	BioA inh	Vc quorum ag	3CLpro inhibitor	UGM FP inh	MazEF act	Rv3671c protease	Mtb FBA inh
25	Cc1ccc(C(=O)Cn2nnc(-c3ccccc3-n3cnnn3)n2)cc1	9	6	13	-0.5	-0.2	0	1.0	-1	1	0
26	COc1cc2c(cc1OC)CN(Cc1ccc(OC)c(C)c1OC)CC2	11	-13	-1	0.2	-0.3	2	-0.2	6	8	0
27	O=C(N1CCNCC1)N1CCOCC1	.	-13	12	.	.	8	-0.1	.	-3	.
28	CCC(C)n1c(=S)[nH]c2ccccc2c1=O (centres undefined)	4	-38	2	.	0.4	7	-1.1	-7	3	3
29	CC1=C(C(=O)OCC2CCCO2)C(c2ccccc2OC(C)C)C2=C(CC(c3ccco3)CC2=O)N1 (centres undefined)	8	6	12	-2.0	i	-3	-1.5	-4	2	10
30	Cc1ccc(S(=O)(=O)CCC(=O)OCc2ccccc2F)cc1	-9	-23	12	.	2.4	2	-2.0	2	-6	2
31	Cc1ccc(C2CC(c3cccs3)=NN2C(=O)CSC2=NN3CCCC(=O)N=C3S2)cc1 (centres undefined)	7	1	-2	-0.5	-1.5	0	0.0	-2	-2	-1
32	Cc1ccc(NC(=O)CSc2nnc(NC(=O)c3ccc(S(=O)(=O)N4CCOCC4)cc3)s2)cc1	0	0	6	-2.7	-0.2	1	0.0	-7	-1	-1

# The last 2 compounds of the part above lead into the next.
item	molecule	GDH-TPI inh	PriA SSB inh	VHR inh abs	BioA inh	Vc quorum ag	3CLpro inhibitor	UGM FP inh	MazEF act	Rv3671c protease	Mtb FBA inh
31	Cc1ccc(C2CC(c3cccs3)=NN2C(=O)CSC2=NN3CCCC(=O)N=C3S2)cc1 (centres undefined)	7	1	-2	-0.5	-1.5	0	0.0	-2	-2	-1
32	Cc1ccc(NC(=O)CSc2nnc(NC(=O)c3ccc(S(=O)(=O)N4CCOCC4)cc3)s2)cc1	0	0	6	-2.7	-0.2	1	0.0	-7	-1	-1
33	CN(C)c1ccc(/C=N/NC(=O)CN(c2ccccc2Cl)S(C)(=O)=O)cc1Br	21	.	1	0.9	-0.5	0	0.9	2	-3	1
34	CC1=CC2(C)C(C3C(C)=CC2(C)C(=O)C3(C)O)C(C)(O)C1=O (centres undefined)	7	11	.	-3.8	4.3	.	.	-40	.	0
35	O=C(NCc1cccc(OC(F)(F)F)c1)c1ccc2c(c1)S(=O)(=O)c1cc(Cl)ccc1C2=O	-12	-4	.	-1.3	0.5	.	4.0	2	5	3
36	Cc1cc(S(=O)(=O)N2CCOCC2)ccc1OCC(=O)NCc1ccco1	-2	-20	12	-2.4	-0.5	0	0.6	2	5	-1
37	CCOC(=O)n1c(=O)n(Cc2c(Cl)cccc2Cl)c2ccccc21	-2	-14	29	1.1	i	3	-1.7	13	1	1
38	CCCc1cc(=O)n2[nH]c(-c3cc(OC)c(OC)c(OC)c3)nc2n1	0	-7	14	0.5	i	-1	1.9	7	5	5
39	COc1cccc(-c2cc(C(=O)N3CCN(c4ccccc4OC)CC3)no2)c1	6	-6	38	0.6	-0.1	3	7.2	-4	-6	-1
40	COc1ccc(-c2nnc(SCC(=O)NC(=O)Cc3ccccc3)n2C)cc1	3	3	.	-0.8	-2.5	.	1.5	-9	-1	1
41	CCOC(=O)c1c(C)n(C)c2cc(Br)c(C)cc12	10	-23	13	0.1	-1.0	8	-0.7	2	-1	-2
42	O=S(=O)(NC1CC1)c1ccc(S(=O)(=O)N2CCN3CCCC3C2)cc1 (centres undefined)	9	-15	15	.	i	0	-1.2	2	-2	0
43	Cc1ccc(NC(=O)CSc2nccn2C)cc1F	4	5	1	2.8	-0.7	-1	-0.7	4	-2	2
44	COc1ccc(Nc2ccnc(Nc3ccc(OC)cc3)n2)cc1	-9	45*	-4	.	-0.2	3	-0.7	-3	10	-1
45	CN1CCc2nc(SCc3ccccc3Br)c(C#N)cc2C1	1	-13	1	.	0.7	1	-2.5	-16	7	3
46	O=C(O)CC(C(=O)NC1CCCCC1)C1CCCO1 (centres undefined)	-9	-5	23	-0.1	i	-1	2.1	1	2	2
47	COCCSc1ccccc1C(=O)Nc1cc(C)ccn1	-8	-11	13	6.4	i	4	-0.3	1	3	3
48	c1ccc(CCCCNCC2COc3ccccc3O2)cc1 (centres undefined)	3	-7	2	.	-0.3	3	-3.0	0	8	-2
49	Cc1cc2nc(C3CCN(C(=S)NCC(C)C)CC3)[nH]c2cc1C	13	-10	16	.	-0.9	-2	-2.3	1	-15	-2
50	CN1C(=O)C(O)(CC(=O)c2cccnc2)c2ccccc21 (centres undefined)	2	-14	9	0.9	i	6	3.0	10	-6	2
51	O=S(=O)(NCCOc1ccccc1Cl)c1ccc2oc3ccccc3c2c1	7	-17	.	-2.4	-3.4	0	-2.5	-5	-60	0
52	COc1cc2[nH]c(=O)n(CCCC(=O)NCCc3ccccc3)c(=O)c2cc1OC	11	-2	15	-1.8	-2.1	8	1.1	4	5	7
53	CC(=O)Nc1ccc(S(=O)(=O)NNC(=O)c2ccc([N+](=O)[O-])cc2)cc1	14	-8	8	6.9	-0.3	-1	-3.0	6	2	-1
54	CCCCn1c(C(C)NC(=O)COC)nc2ccccc21 (centres undefined)	3	5	18	.	0.3	4	-0.2	2	7	0
55	COc1ccc(C(=O)Nc2cc3c(cc2OC)CCCC3)cc1Br	1	0	20	-0.7	-1.4	5	2.7	2	-17	0
56	Cc1ccc(S(=O)(=O)N2CCCC(C(=O)NCC3CCCO3)C2)cc1 (centres undefined)	-1	-3	7	10	-0.2	1	-1.9	4	-7	1
57	CCn1cc(C(=O)OCC(=O)Nc2c(C)cccc2C)c(=O)c2ccc(C)nc21	1	-7	19	.	i	-5	4.3	10	-8	2
58	COC(=O)c1c(NC(=O)COC(=O)Cn2cnc3ccccc32)sc(C)c1C	15	-10	18	-0.3	i	-1	-0.8	7	-2	2
59	O=C(N/N=C/C=C/c1cccc([N+](=O)[O-])c1)C(O)c1ccccc1 (centres undefined)	11	.	15	.	-0.4	3	-0.7	7	1	2
60	CCCCn1c(N)c(N(CC(C)C)C(=O)c2cc3ccccc3cc2OC)c(=O)[nH]c1=O	-5	1	.	-1.2	-0.9	.	.	6	.	1
61	Cc1ccc(NC(=O)CSc2ncc3ccccn23)cc1	3	10	-1	-2.6	-0.9	3	0.9	-5	0	-1

# Entries of single compounds, looked up by structure. Order of values: GDH-TPI inh	PriA SSB inh	VHR inh abs	BioA inh	Vc quorum ag	3CLpro inhibitor	UGM FP inh	MazEF act	Rv3671c protease	Mtb FBA inh
# Entry for COc1ccccc1C(=O)NCCC(=O)NC1CCCCC1C (centres undefined) → 5	-10	.	-0.4	i	.	0.5	0	-2	2
# Entry for COc1cc2[nH]c(=O)n(CCCC(=O)NCCc3ccccc3)c(=O)c2cc1OC → 11	-2	15	-1.8	-2.1	8	1.1	4	5	7
# Entry for CC(Sc1nnc2n1CCCCC2)C(=O)Nc1ccc(S(N)(=O)=O)cc1 (centres undefined) → -2	-4	.	-1.1	-1.5	.	.	3	.	0
# Entry for COc1ccc(C(=S)N2CCOCC2)cc1OC(=O)c1cc(OC)c(OC)c(OC)c1 → 4	-10	-3	0.3	0.0	6	0.6	1	-3	2
# Entry for c1ccc(CCCCNCC2COc3ccccc3O2)cc1 (centres undefined) → 3	-7	2	.	-0.3	3	-3.0	0	8	-2

# High-throughput results from PubChem BioAssay.
